Source: PubChem (Sanford-Burnham Center for Chemical Genomics)
HT1080 viability = cytotoxicity in HT1080 fibrosarcoma cells, cell-based, fluorescence readout (AID 620) | HT1080 viability, fluorescence; higher % means a stronger effect | cytotoxicity, % at 10 µM, or EC50 in µM where a hit was titrated | actives 0.42% (n = 87,000); in the data active = cytotoxicity above about 50%;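 also: cells exposed to compound overnight then 4 h with Alamar Blue; 0% = vehicle DMSO and 100% = killing control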
* marks the source's active call; other numbers are inactive results.

A first look:
SMILES | HT1080 viability
CCN(CC)CCOC(=O)C1(c2ccccc2)CCCC1 | -2%
O=C(CCN1CCC(c2ccccc2)C1)c1ccc2c(c1)OCCO2 (configuration not stated) | 11%

The list itself (from the top)
SMILES | HT1080 viability
CCN(CC)CCOC(=O)C1(c2ccccc2)CCCC1 | -2%
O=C(CCN1CCC(c2ccccc2)C1)c1ccc2c(c1)OCCO2 (configuration not stated) | 11%
CCOc1ccc(NC(=O)Cn2cc(C(=O)c3ccco3)c3ccccc32)cc1 | 8%

An excerpt (hit frequency here may not be typical).
